H37Rv inhibition = M. tuberculosis growth inhibition, HTS (AID 449762) | one-dose inhibition, % at 25 µM; IC50 in µM for titrated hits | M. tuberculosis H37Rv growth inhibition, 7H9 media; higher % means a stronger effect | 0.59% of 330,000 active; in the data active = a potency from the dose series; inconclusive = inhibition above about 70% without an active follow-up result;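 note: bacterial growth assessed after seven days of incubation; strong numbers were not always called active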
M. tuberculosis = growth inhibition of non-replicating M. tuberculosis (AID 488890). 0.39% of 320,000 active. inhibition, % at 25 µM; hits with a dose series show IC50 in µM. Mycobacterium tuberculosis non-replicating, growth inhibition; higher % means a stronger effect; in the data active = a potency from the dose series; inconclusive = inhibition mostly from about 82% at the one dose, without a potency; inactive = the rest, 99 in 100 with inhibition below about 76%;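 note: plate controls were DMSO cells for no effect and high antibiotic wells for full effect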
VEEV TC-83 Vero = inhibitors of VEEV TC-83 cytopathic effect, confirmation, Vero cells (AID 588727). 0.13% of 350,000 active. inhibition, % at 20 µM; hits with a dose series show IC50 in µM. Vero cells, VEEV TC-83 cytopathic effect inhibition; higher % means a stronger effect; in the data active = a potency from the dose series; inconclusive = inhibition mostly from about 14% at the one dose, without a potency; inactive = the rest, 99 in 100 with inhibition below about 12%; note: strong numbers were not always called active
influenza NS1A = H1N1 influenza NS1A inhibitors, functional cell based assay (AID 504329); 0.3% of 340,000 active; inhibition, % at 12.5 µM, or IC50 in µM where a hit was titrated; NS1A functional cell-based assay, percent inhibition; higher % means a stronger effect; in the data active = a potency from the dose series; inconclusive = inhibition above about 27% without an active follow-up result; note: strong numbers were not always called active
Salmonella PhoP GFP = PhoP regulon inhibitors, Salmonella typhi PhoP promoter GFP reporter, confirmatory (AID 1850) | one-dose inhibition, % at 50 µM; IC50 in µM for titrated hits | 0.33% of 310,000 active | Salmonella Typhi PhoP-promoter GFP reporter, fluorescence, 4 h; higher % means a stronger effect; in the data active = a potency from the dose series; inconclusive = inhibition mostly from about 25% at the one dose, without a potency; inactive = the rest, 99 in 100 with inhibition below about 19%;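 note: 0% = induced wells with vehicle and 100% = uninduced wells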
VEEV TC-83 Vero 10K pilot screen = further read-out of VEEV TC-83 Vero, marked with its call; inhibition, %; measured here: 10K pilot screen inhibition
Numbers without * were called inactive; i = inactive; ? = inconclusive; / = not tested or not shown; & = joins results of further samples. Random draw from the library (roughly 1.4% active in at least one column).

SMILES	H37Rv inhibition	M. tuberculosis	VEEV TC-83 Vero	influenza NS1A	Salmonella PhoP GFP	others
CCC1(C)Cc2ccccc2-c2nc(NCCO)n(-c3ccccc3)c(=O)c21 (stereo not drawn)	-15%	-7%	0.7%	1%	-1%	VEEV TC-83 Vero 10K pilot screen=0.0
Cc1sc2nc(-c3cccnc3)nc(Cl)c2c1-c1ccccc1	5%	46%	3.3%	3%	-13%
O=C(CN1CCN(C(c2ccccc2)c2ccccc2)CC1)Nc1ccc(N2CCOCC2)cc1	-2%	-12%	0.1%	-5%	-1%
COc1ccccc1NC(=O)CCCC(=O)OCC(=O)c1ccc(F)cc1	5%	7%	1.9%	-8%	10%
CCCn1nnc(NC(=O)/C=C/c2ccccc2)n1	1%	14%	0.2%	2%	13%
COC(=O)COc1ccc2cccc(-n3cnnn3)c2c1	2%	43%	i	-6%	-1%
COc1ccc(CN2CCc3c([nH]c4ccccc34)C2)cc1Br	4%	15%	i	19%	9%
Cc1ccc(S(=O)(=O)N2CCN(C(=O)COC(=O)COc3ccccc3C(C)C)CC2)c(C)c1	/	/	i	0%	/
CCN1C(=O)CC(Sc2ccccc2C(=O)O)C1=O (stereo not drawn)	0%	72%	3.0%	4%	-1%
O=C(NC(=S)NCc1ccccc1)c1cccc(Cl)c1	4%	34%	1.8%	-3%	-3%
Cc1nc(C#N)c(NCc2ccc3c(c2)OCO3)o1	-4%	1%	0.5%	-4%	-1%
OCCC1CN(Cc2cccc(C(F)(F)F)c2)CCN1Cc1ccccc1 (stereo not drawn)	0%	-3%	0.4%	-25%	2%
CC(C)(C)n1nnnc1C(c1cc2cc3c(cc2[nH]c1=O)OCO3)N1CCN(c2ccccc2)CC1 (stereo not drawn)	-6%	4%	0.5%	-6%	-5%
C/C(=C\CNc1ncnc2nc[nH]c12)CO	-8%	-7%	1.2%	-8%	3%
O=C(CCCC(=O)N(CC(=O)NC1CCCC1)C1CCCC1)Nc1ccccn1	-1%	3%	1.4%	-12%	-5%
OCCNc1nc(Nc2ccc(O)cc2)nc2ccccc12	-9%	6%	5.3%	8%	1%
CC(C)N1CC(C(=O)Nc2ccc(F)c(Cl)c2)CC1=O (stereo not drawn)	3%	23%	0.4%	-2%	0%
CCOC(=O)c1c(C)n(C)c2ccc(OC(=O)c3ccco3)cc12	1%	4%	i	5%	-9%
COc1cccc(/C=C/C(=O)Nc2cc(S(=O)(=O)N3CCOCC3)ccc2OC)c1	/	/	4.5%	-6%	/
CCCn1c(N2CCN(C(=O)NCc3ccccc3)CC2)nc2ccccc21	-3%	28%	1.7%	11%	3%

Three compounds already listed, arranged by molar mass, rising:
SMILES	H37Rv inhibition	M. tuberculosis	VEEV TC-83 Vero	influenza NS1A	Salmonella PhoP GFP	others
C/C(=C\CNc1ncnc2nc[nH]c12)CO	-8%	-7%	1.2%	-8%	3%
COc1cccc(/C=C/C(=O)Nc2cc(S(=O)(=O)N3CCOCC3)ccc2OC)c1	/	/	4.5%	-6%	/
CC(C)(C)n1nnnc1C(c1cc2cc3c(cc2[nH]c1=O)OCO3)N1CCN(c2ccccc2)CC1 (stereo not drawn)	-6%	4%	0.5%	-6%	-5%

The list continues.
SMILES	H37Rv inhibition	M. tuberculosis	VEEV TC-83 Vero	influenza NS1A	Salmonella PhoP GFP	others
CC1CN(S(=O)(=O)c2ccc(C(=O)Nc3nc(-c4cc5ccccc5o4)cs3)cc2)CC(C)O1 (stereo not drawn)	0%	6%	i	-6%	-16%
O=C(N/N=C/c1cccnc1)c1cccc(F)c1	40%	2%	1.6%	-2%	12%
COc1ccc(NCc2nnc(SCC(=O)Nc3cc(C)cc(C)c3)o2)cc1	?	6%	2.6%	9%	-3%
Cc1ccc(C)c(NC(=O)C(=O)NCCc2c[nH]c3ccccc23)c1	12%	6%	1.9%	1%	1%
O=C(Nc1ccc(S(=O)(=O)N2CCOCC2)cc1)c1ccc(Cl)c([N+](=O)[O-])c1	/	/	1.7%	7%	/
CCc1nc(C)cn1S(=O)(=O)c1ccc([N+](=O)[O-])cc1	1%	-9%	0.1%	-1%	-7%
CC(CN1CCCCC1)OC(=O)c1ccc(Cl)cc1 (stereo not drawn)	-3%	-2%	0.5%	-19%	-9%
CCn1c(=S)[nH]c2ccccc21	-1%	7%	4.5%	6%	-3%
CCc1ccc(C2C3=C(CC(C)(C)CC3=O)OC3=C2C(=O)CC(C)(C)C3)cc1	-7%	-5%	i	-2%	-4%	VEEV TC-83 Vero 10K pilot screen=0.4
CC(=O)Nc1cccc(C(=O)OCC(=O)N2CCN(C(=O)COC(=O)c3cccc(NC(C)=O)c3)CC2)c1	/	/	0.5%	-6%	/
Cc1ccc(N2C(=O)c3ccc(C(=O)N4CCN(c5ccccc5F)CC4)cc3C2=O)cc1	3%	-3%	i	8%	-2%
CCc1c(C)sc(NC(=S)Nc2nc(C)cc(C)n2)c1C(=O)OC	4%	10%	0.8%	-1%	-24%
CSCC[C@H](NC(=O)C1CCN(S(=O)(=O)c2ccccc2)CC1)C(=O)NC1CC1	2%	-1%	0.8%	-5%	1%
O=C(CCC1CCCCC1)N1CCN(Cc2ccc3c(c2)OCO3)CC1	-12%	31%	i	4%	-10%	VEEV TC-83 Vero 10K pilot screen=0.3
CSc1cccc(NC(=O)c2ccco2)c1	-1%	54%	0.1%	-19%	6%
CCOC(=O)c1ccccc1N	-5%	26%	1.0%	-1%	/
COc1cc2c3c(c1)c(N=NC(N)=S)c(O)n3C(C)(C)C=C2C	4%	47%	1.1%	26%	10%
CCCNC(=O)COC(=O)c1cccnc1Nc1ccccc1F	-1%	19%	0.6%	-12%	1%
O=C(NC12CC3CC(CC(C3)C1)C2)C1CCCN1C(=O)Nc1ccccc1 (stereo not drawn)	-9%	-9%	4.8%	-9%	7%
Cc1ccccc1CCN(C(=O)c1csnn1)C(C(=O)NC1CCCC1)c1ccco1 (stereo not drawn)	-2%	35%	1.7%	-4%	2%
CC(C)C[C@H](NC(=O)Nc1ccc2c(c1)OCCO2)C(=O)O	4%	2%	i	14%	6%
CCc1ccccc1-n1nnnc1SCC(=O)Nc1ccc(N2CCN(C)CC2)cc1	53%	?	1.5%	12%	4%
COc1ccc(CCN(C)C(=O)C23CC4CC(CC(Cl)(C4)C2)C3)cc1OC	-3%	0%	1.2%	2%	-10%
COC(=O)N/N=C/c1cc(Cl)cc(Cl)c1OCc1ccc(F)cc1	3%	0%	0.6%	25%	-9%
Fc1ccc(CNC(=S)Nc2ccc(OC(F)F)cc2)cc1	2%	?	i	6%	-5%
CCCC(=O)Nc1sc2c(c1C#N)CCCCC2	99%	3%	3.4%	-9%	-5%
O=C(N/N=C/c1ccc(COc2ccc(Br)cc2)o1)c1ccc2c(c1)OCO2	/	/	i	6%	/
O=C1CCN(CCc2ccccc2)CCN1CCSc1ccccc1	0%	7%	0.9%	2%	-1%
O=C(Nc1ccccc1)c1ccc(-n2cnnn2)cc1	-9%	5%	3.7%	-4%	6%
CC(=O)/C(=C\Nc1ccc(OCc2ccccc2)cc1)c1ccccc1	2.3µM*	36%	5.3%	3%	6%

As a working copy, part of the list above.
SMILES	H37Rv inhibition	M. tuberculosis	VEEV TC-83 Vero	influenza NS1A	Salmonella PhoP GFP	others
O=C(Nc1ccccc1)c1ccc(-n2cnnn2)cc1	-9%	5%	3.7%	-4%	6%
CC(=O)/C(=C\Nc1ccc(OCc2ccccc2)cc1)c1ccccc1	2.3µM*	36%	5.3%	3%	6%

Following part
SMILES	H37Rv inhibition	M. tuberculosis	VEEV TC-83 Vero	influenza NS1A	Salmonella PhoP GFP	others
Cc1cccc(NC(=O)CSc2nncn2-c2ccccn2)c1	-5%	15%	2.2%	0%	5%
O=C(CN1C(=O)c2cccc3cccc(c23)C1=O)N1CCCCCC1	3%	26%	1.4%	19%	-1%
CC(C)Oc1ccc2c3c(c(=O)oc2c1)CCC3	3%	-3%	i	-7%	-1%
O=C(N/N=C\c1ccccc1)c1cccc(C(=O)N/N=C\c2ccccc2)n1	-7%	-18%	0.2%	/	11%
CCC(=O)OCCCCCCOc1ccc(C(=O)O)cc1	-4%	47%	2.2%	1%	-1%
CCOc1ncccc1C(=O)OCC(=O)c1cc(OC)c(OC)c(OC)c1	2%	-9%	0.2%	-5%	-8%
COC(=O)C1=C(c2ccc(Cl)c(C(F)(F)F)c2)C[C@@H]2CC[C@H]1N2C(=O)NCCO	-5%	9%	2.5%	-22%	/
O=C(NCc1ccco1)c1nn2c(C(F)(F)F)cc(-c3cccs3)nc2c1Br	5%	19%	9.6%	-17%	-7%
COc1cccc(N2C(=O)c3cccnc3C2O)c1 (stereo not drawn)	-1%	-3%	i	-17%	12%
COc1nc(OC)nc(N2CCC(NC(=O)C(Cc3ccc(C(C)C)cc3)NC(C)=O)CC2)n1 (stereo not drawn)	10%	33%	0.6%	-1%	3%&-7%

Seven entries drawn at random from the list so far:
SMILES	H37Rv inhibition	M. tuberculosis	VEEV TC-83 Vero	influenza NS1A	Salmonella PhoP GFP	others
O=C(NCc1ccco1)c1nn2c(C(F)(F)F)cc(-c3cccs3)nc2c1Br	5%	19%	9.6%	-17%	-7%
CCC(=O)OCCCCCCOc1ccc(C(=O)O)cc1	-4%	47%	2.2%	1%	-1%
COC(=O)C1=C(c2ccc(Cl)c(C(F)(F)F)c2)C[C@@H]2CC[C@H]1N2C(=O)NCCO	-5%	9%	2.5%	-22%	/
CCOc1ncccc1C(=O)OCC(=O)c1cc(OC)c(OC)c(OC)c1	2%	-9%	0.2%	-5%	-8%
COc1nc(OC)nc(N2CCC(NC(=O)C(Cc3ccc(C(C)C)cc3)NC(C)=O)CC2)n1 (stereo not drawn)	10%	33%	0.6%	-1%	3%&-7%
CC(C)Oc1ccc2c3c(c(=O)oc2c1)CCC3	3%	-3%	i	-7%	-1%
O=C(CN1C(=O)c2cccc3cccc(c23)C1=O)N1CCCCCC1	3%	26%	1.4%	19%	-1%

Additional entries follow:
SMILES	H37Rv inhibition	M. tuberculosis	VEEV TC-83 Vero	influenza NS1A	Salmonella PhoP GFP	others
O=C(NCc1ccc(Cl)cc1)C1CCC(=O)N(C2CC2)C1 (stereo not drawn)	15%	17%	0.4%	-1%	-19%
CCOC(=O)N1CCN(C(=O)C(C)N(c2ccc(Oc3ccccc3)cc2)S(C)(=O)=O)CC1 (stereo not drawn)	-2%	-13%	i	0%	-3%	VEEV TC-83 Vero 10K pilot screen=0.4
Clc1ccc2[nH]cc(-c3nnnn3-c3ccc4ccccc4c3)c2c1	4%	6%	8.8%	3%	6%
CCc1noc(C)c1C(=O)N1CCN(S(=O)(=O)c2ccc(C(C)=O)cc2)CC1	-4%	8%	0.3%	-6%	6%
CCCN(CC(=O)Nc1ccccc1C)C(=O)c1ccc(C)c(S(=O)(=O)N2CCCCC2)c1	-1%	9%	10%	-10%	3%
Cc1ccc(Nc2cc(C)nc3ccc(C)cc23)cc1	17%	80%	0.5%	1%	12%
CC(=O)c1c(C)[nH]c(-c2ccccc2)nc1=S	-6%	9%	1.4%	0%	2%
O=C1/C(=C/c2cccc(F)c2)CSc2sccc21	9%	13%	3.9%	-1%	7%
Cc1cc(=O)oc2c3c(cc(OCC(=O)NCCCn4ccnc4)c12)OC(C)(C)CC3	-4%	6%	0.8%	-3%	-1%
CN1N=C(C(=O)NC2CCCc3c2cnn3-c2ccc(F)cc2F)CCC1=O (stereo not drawn)	-1%	-12%	1.7%	-10%	-3%
Cc1cc(=S)[nH]c(=S)[nH]1	0%	-8%	5.3%	1%	4%
